Compound activity (PubChem)
DNMT1 block – DNMT1 (human) enzyme inhibition | inhibition (reported as % activation of signal), % at 10 µM | DNMT1 molecular beacon, Hinp1I cleavage, fluorescence | hit rate 0.83% among 360,000; in the data active = inhibition above about 50%
TbMetRS inhib – Trypanosoma brucei MetRS inhibition | hit rate 0.4% among 360,000 | inhibition, % at 11.9 µM | purified T. brucei MetRS, ATP depletion, Kinase-Glo luminescence | AID 624268;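 active = inhibition above a per-plate cutoff of the control wells' mean inhibition plus 3 SD, cut at about 5.5% in these data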;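 also: 0% = DMSO wells median and 100% = median of wells with control inhibitor compound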
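Assay system: T. brucei methionyl-tRNA synthetase, purified | Medium: HEPES buffer with MgCl2, KCl, DTT, spermine, BSA, pyrophosphatase | Compound: 11.9 µM single point | Incubation: 15 min enzyme-compound preincubation, 2 h reaction, 10 min detection, 25 °C | Measured by: Kinase-Glo luciferase luminescence reporting remaining unconsumed ATP | Measure: % inhibition normalized to control-well medians | Replication: Singlicate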
NadD inh – blocks S. aureus nicotinate mononucleotide adenylyltransferase | AID 602399 | purified NadD enzyme, colorimetric absorbance read-out | hit rate 0.78% among 360,000 | inhibition, % at 20 µM; in the data active = inhibition above about 26%; also: some compounds past the cut are filed as inactive
MsrA inhibitor – inhibitors of bovine MsrA; purified bovine MsrA, absorbance read-out; inhibition, % at 15.5 µM; hit rate 0.75% among 360,000; in the data active = inhibition above about 4.5%;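 also: 0% = vehicle wells with enzyme and 100% = reference inhibitor wells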
STEP inh – STEP (human) phosphatase inhibition. P54829. recombinant STEP, OMFP fluorogenic substrate, fluorescence. inhibition, % at 20 µM. hit rate 0.25% among 360,000. AID 588621;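 active = inhibition at 20 µM, scaled per plate between control wells, above about 37%, limit read from the data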;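 also: 0% = DMSO with enzyme and substrate and 100% = substrate only without enzyme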
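Assay system: isolated STEP enzyme / Timing: 20 min at room temperature, dark / Doses: 20 µM, 1% DMSO / Technique: fluorescence intensity, excitation 480 nm, emission 540 nm / Reagent: fluorogenic phosphatase substrate OMFP at 25 µM final / Measure: percent inhibition scaled to no-enzyme and uninhibited-enzyme controls, plate-pattern corrected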
Rpn11 inh – inhibitors of human proteasome Rpn11 | O00487 | human 26S proteasome, Ub4-pepOG fluorescence polarization; 20S core pre-blocked with epoxomicin | calls only at 20 µM | hit rate 0.59% among 360,000 | AID 588493;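 active = inhibition at 20 µM, scaled to each plate's controls, above about 33%, limit read from the data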
Target sequence (O00487 whole entry, looked up): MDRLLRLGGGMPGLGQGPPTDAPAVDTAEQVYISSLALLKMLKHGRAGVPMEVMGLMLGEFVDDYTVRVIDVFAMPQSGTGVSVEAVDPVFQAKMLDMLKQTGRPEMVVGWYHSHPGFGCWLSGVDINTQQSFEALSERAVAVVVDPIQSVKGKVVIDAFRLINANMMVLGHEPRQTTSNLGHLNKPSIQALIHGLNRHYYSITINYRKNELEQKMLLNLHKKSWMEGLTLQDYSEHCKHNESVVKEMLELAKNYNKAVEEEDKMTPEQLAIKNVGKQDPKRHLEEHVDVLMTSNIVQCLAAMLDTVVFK
Scp-1 inhibitor – inhibitors of human Scp-1 phosphatase; inhibition, % at 20 µM; Recombinant Scp1, phosphopeptide, malachite green phosphate absorbance; hit rate 0.88% among 340,000;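 active = inhibition above about 50% at 20 µM, limit read from the data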;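 also: plate controls were DMSO wells with enzyme for no effect and wells lacking enzyme for full effect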
Target sequence (Q9GZU7 76-261 limits assumed): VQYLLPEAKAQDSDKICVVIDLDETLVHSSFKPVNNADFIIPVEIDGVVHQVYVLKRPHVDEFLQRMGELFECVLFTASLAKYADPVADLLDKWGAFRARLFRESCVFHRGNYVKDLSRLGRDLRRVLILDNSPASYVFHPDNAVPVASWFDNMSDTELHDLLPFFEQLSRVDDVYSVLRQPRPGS
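Test system: SCP-1 catalytic domain; Buffer or medium: Acidic Tris acetate buffer with magnesium and detergent; Also added: Phosphorylated 17-residue peptide substrate; Compound: single 20 µM dose, 1% DMSO; Schedule: enzyme reaction 45 min at room temperature, colour 5 min, stabilisation 30 min; Signal: Phosphate-binding colour reagent, absorbance read at 630 nm.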
SUMO1-SIM PPI – SUMO1-SIM interaction modulation. P63165. SUMO1 binding to a labelled peptide, TR-FRET, 1 h. inhibition, % at 20 µM. hit rate 0.33% among 360,000; in the data active = inhibition above about 37%
Target sequence (P63165 whole entry, looked up): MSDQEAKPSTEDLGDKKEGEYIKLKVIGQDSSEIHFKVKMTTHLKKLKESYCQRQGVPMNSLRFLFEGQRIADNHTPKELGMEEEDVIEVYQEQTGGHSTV
CSN deneddyl inh – CSN deneddylation inhibition. Q92905. Purified CSN, SCF-Nedd8-OG deneddylation, fluorescence polarization. inhibition, % at 12.5 µM. hit rate 0.38% among 360,000;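 active = pattern-corrected inhibition above about 35%, with an unprinted fluorescence ratio check between 0.5 and 1.5, limit read from the data, passing the limit was not always enough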;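 also: 0% = enzyme with substrate and 100% = substrate without enzyme; some results filed as inactive read as strong as hits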
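assay system = purified human Csn5 enzyme expressed in HEK293T cells | amount = 0.24 nM enzyme | buffer or medium = Tris/NaCl/DTT buffer, pH 7.5 | reagent = 10 nM SCFSkp2-Nedd8OG | compound = one concentration, 12.5 µM, 0.25% DMSO | times = 90 min reaction at room temperature | signal = FP | read-out basis = % inhibition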
LMPTP block – blocks human LMPTP phosphatase. P24666. recombinant LMPTP-A, OMFP fluorogenic substrate, fluorescence intensity. inhibition, % at 20 µM. hit rate 0.22% among 360,000. AID 651560;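 active = compounds that cut the enzyme signal by at least half of the control window in the single-dose screen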;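 also: plate controls were DMSO wells with enzyme plus substrate for no effect and substrate without enzyme for full effect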
Target sequence (P24666 whole entry, looked up): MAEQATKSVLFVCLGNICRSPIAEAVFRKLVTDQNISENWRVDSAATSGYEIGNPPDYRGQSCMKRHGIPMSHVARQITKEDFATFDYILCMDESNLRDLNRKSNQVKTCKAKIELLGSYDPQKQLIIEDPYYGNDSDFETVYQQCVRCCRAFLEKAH
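Test system: LMPTP-A, protein tyrosine phosphatase of low molecular weight; Input: 0.625 nM enzyme; Incubation: 50 min dark incubation at room temperature; Signal: endpoint fluorescence intensity from OMFP dephosphorylation; Read-out basis: % inhibition versus control wells.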
Active calls of the source: *; i = inactive; x = no result given.

SMILES	DNMT1 block	TbMetRS inhib	NadD inh	MsrA inhibitor	STEP inh	Rpn11 inh	Scp-1 inhibitor	SUMO1-SIM PPI	CSN deneddyl inh	LMPTP block
Cc1ccc(NC(=O)CN(C)C(=O)CCC(=O)c2cccs2)cc1	11.1	0.9	-3.3	0.7	-0.6	i	3.8	-0.4	2.4	0.3
CCn1c(SCC(=O)Nc2cccc(OC)c2)nnc1-c1ccc(Cl)cc1	0.6	-0.3	3.8	-0.8	0.6	i	-1.5	1.5	6.4	-0.2
O=[N+]([O-])c1cc(S(=O)(=O)C(F)(F)F)ccc1Sc1nc2ccccc2[nH]1	31.0	0.9	-1.3	-0.3	6.2	i	10.8	-22.8	7.2	2.2
CC1=CC(C2CC(=O)N(c3ccc(C)cc3)C2=O)CC2C(=O)N(c3ccc(C)cc3)C(=O)C12 (configuration not stated)	-2.1	-0.3	-5.9	0.0	-2.7	i	-4.9	1.8	-4.5	-1.3
O=C(NCCc1ccccc1)/C(=C/c1ccco1)c1ccccc1	-0.1	-0.5	3.9	0.1	-1.2	i	-12.8	-3.0	-3.4	0.2
Cc1ccc(S(=O)(=O)N2CCCC(C(=O)NNCC(=O)Nc3cc(F)ccc3F)C2)cc1 (configuration not stated)	-1.8	0.5	3.1	-0.8	-0.7	i	-3.7	-1.8	-7.1	0.2
CC(C)(C)C1CCc2c(sc(NC(=O)c3ccco3)c2C(N)=O)C1 (configuration not stated)	-11.8	-0.4	8.1	-0.4	2.4	i	-7.2	-1.3	1.0	2.8
CCCOc1ccc(C(=O)Nc2ccc(NC(=O)c3cccs3)cc2)cc1	22.9	0.1	9.7	0.4	-1.1	i	-3.6	0.0	5.5	4.1
COc1cccc(C(=O)N2CCC(C(=O)N3CCN(C)CC3)CC2)c1	0.2	0.4	5.2	-1.1	8.1	i	-3.8	-6.7	-0.7	-3.1
O=C(NCCc1ccccc1)C(=O)NCC1OCCN1S(=O)(=O)c1ccc([N+](=O)[O-])cc1 (configuration not stated)	-9.3	-0.9	3.2	0.6	-2.6	i	-6.9	-26.2	1.9	1.4
COC(=O)c1ccc(Cl)c(NC(=O)c2cccc([N+](=O)[O-])c2C)c1	0.3	-0.2	-2.6	0.8	-3.6	i	8.3	-4.5	2.3	-0.8
O=C(Nc1ccccc1)c1ccccc1NC(=O)c1ccccc1C(=O)O	-5.0	0.3	-5.0	-0.4	1.0	i	7.4	1.3	-2.0	-2.8
COc1ccc(CCN(Cc2cccs2)S(=O)(=O)c2ccc(S(=O)(=O)N3CCC(C)CC3)cc2)cc1OC	18.7	-0.2	-4.6	-0.1	-4.7	i	-5.3	0.6	-10.5	0.3
COc1cc(OC)c2c(c1)C(=O)OC2	4.8	-1.1	-3.5	-0.8	-0.4	i	-8.3	-2.2	-5.1	-2.6
CCOc1ccc(CNC(=O)CCc2cn(C)c3ccccc23)cc1	2.9	0.4	-0.7	0.1	0.9	i	-9.1	4.9	1.0	0.5
c1ccc(-c2nnc(SCc3nc4ccccc4[nH]3)n2Cc2ccco2)nc1	-1.7	3.6	2.1	-0.7	-2.6	i	-2.8	5.0	8.2	-1.2
Cc1ccc(C(=O)NNC(=O)COC(=O)COc2ccccc2C#N)cc1	5.3	-0.2	-4.0	1.6	-0.5	i	-5.2	-2.0	-2.9	-1.2
COc1ccc(C(=O)NCC(=O)N2CCC3(CC2)NCCc2[nH]cnc23)cc1	-0.8	-0.6	-2.3	-0.4	16.9	i	3.4	3.2	-4.0	-1.4
CCOC(=O)c1sc(NC(=O)CCN2C(=O)c3cccc([N+](=O)[O-])c3C2=O)c(C(=O)OCC)c1C	-0.5	-1.0	2.2	-1.1	0.3	i	-2.8	-10.2	2.7	1.1
C/C=C/C=C\C(=O)Nc1cccc(C2=NOC3(C2)C[C@@H](C(N)=O)N(C(=O)/C(C)=C/C)C3)c1 (some centres not stated)	-24.1	-0.3	-0.5	0.1	-1.0	i	44.5	9.7	9.8	-2.1
CCOC(=O)c1sc(NC(=O)CSc2ccccn2)c(C#N)c1C	2.9	0.3	0.3	-0.3	-1.5	i	-11.6	-4.1	2.1	0.5
Fc1ccc(-n2c(-c3cccs3)nc3nc4ccccc4nc32)cc1	-1.0	0.0	6.1	1.4	1.4	i	12.3	-17.9	-2.3	0.3
O=C(Cc1coc(-c2ccc(F)cc2)n1)Nc1ccccc1	0.2	0.7	2.4	0.3	1.4	i	0.8	0.3	-8.3	0.1
CCOc1[nH]n(-c2ccccc2)c(=O)c1C=Nc1ccc(C)cc1	-2.1	0.1	-1.7	-1.4	-1.8	i	-1.7	3.9	1.8	1.2
COC(=O)c1ccc(NC(=O)C(=O)c2cccn2C)cc1	2.5	-0.5	-4.5	2.7	1.5	i	-8.1	-16.0	-1.5	0.3
COc1cc(C(C)=O)ccc1OCc1cc(C(=O)N2CCSCC2)no1	-0.3	-0.7	-5.1	-0.6	-2.0	i	-12.0	-0.4	-2.2	1.3
COc1ccccc1N(CC(=O)NCCSCc1ccc(Cl)cc1)S(C)(=O)=O	4.3	-1.2	-0.3	-1.8	0.1	i	-4.5	2.7	-2.9	1.0
COc1ccc(NC(=O)CCC(=O)c2ccc(-c3ccccc3)cc2)cc1	8.4	-0.1	4.1	0.2	8.1	i	1.1	1.1	0.8	0.7
COc1ccc(S(=O)(=O)NCc2ccc(C)cc2)cc1	1.7	-0.8	-1.7	-0.4	-1.1	i	-10.3	0.8	-4.0	0.8
O=C(Cc1ccc(Cl)cc1)Nc1ccc(N2CCN(C(=O)c3ccco3)CC2)c(Cl)c1	-4.8	-0.9	4.5	-0.1	0.8	i	-3.1	5.2	-2.1	2.5
COc1cccc2c1OC1(N3CCOCC3)CCCCC1C2C[N+](=O)[O-] (configuration not stated)	4.1	0.6	-8.1	-0.7	1.7	i	x	-4.6	-4.9	-0.7
COc1ccc2c(CN(C)Cc3ccccc3)cc(=O)oc2c1	-2.6	-0.4	-1.1	2.1	0.3	i	x	-3.5	2.0	-0.7
CCOC(=O)c1c(S(=O)(=O)Nc2ccc(F)cc2C)c(C)n(C)c1C	0.2	-0.5	4.1	1.4	1.0	i	-3.4	-1.6	-3.9	-0.1
O=C(NC1=C(NC2CCS(=O)(=O)C2)C(=O)c2ccccc2C1=O)c1ccccc1 (configuration not stated)	47.9	1.6	3.9	5.0*	2.3	i	-3.4	15.9	-2.3	2.8
Cn1c(SCC(=O)NCC2CCCO2)ncc(C(=O)Nc2ccccc2)c1=O (configuration not stated)	0.2	-0.3	-2.2	1.6	1.7	i	-1.9	-19.9	1.4	-0.5
Clc1ccc(Cn2nc(-c3ccccc3)nc2-c2ccccc2)cc1	4.5	-0.3	4.1	-0.1	-1.8	i	-4.8	2.2	-7.3	4.4
O=C(Oc1cccc(C(=S)N2CCOCC2)c1)c1ccc([N+](=O)[O-])cc1[N+](=O)[O-]	1.4	-0.2	-5.3	0.9	8.3	i	-12.4	-31.9	-3.6	0.1
COc1ccc(C(=O)COC(=O)c2nc3nccc(C)n3n2)cc1F	-1.0	-0.1	0.7	1.3	-1.0	i	-7.6	-0.4	-0.9	-0.3
COc1ccc(N2CC(C(=O)NCc3cccnc3)CC2=O)cc1 (configuration not stated)	0.4	-1.1	3.0	0.9	-0.4	i	-6.9	-2.9	-4.5	-3.1
COc1ccc(-c2csc(C3=C(O)CN(CCCN4CCCC4=O)C3=N)n2)cc1OC	0.9	-0.3	2.3	1.0	-0.6	i	6.3	11.3	2.1	2.5
Cc1ccc(-c2nc(C)sc2CC(=O)O)cc1	0.0	-0.6	-3.8	-0.3	-1.5	i	8.1	-4.6	5.2	-1.1
C#CCn1c(S(=O)(=O)Cc2ccc(C)cc2)nc(-c2ccccc2)c1-c1ccccc1	0.9	-0.3	4.2	0.1	-2.1	i	-28.4	1.3	4.7	2.4
O=C(CCNS(=O)(=O)c1ccccc1C(F)(F)F)NCCCN1CCOCC1	8.3	-0.7	2.4	-0.3	-4.0	i	8.0	1.6	-1.7	-2.8
CN(C)S(=O)(=O)N1CCC(Oc2ccc(C(=O)NCc3cnn(C)c3)cc2)CC1	0.1	-0.2	-2.6	1.4	-2.3	i	-4.4	2.9	-8.9	-1.3
O=C(O)c1ccc(N/N=C/c2cccc(F)c2)cc1	9.3	0.3	-6.9	6.8*	1.5	i	-4.4	-10.5	1.8	-1.3
CC(OC(=O)c1ccc(Cl)nc1)C(=O)NC1(C#N)CCCCC1 (configuration not stated)	12.0	-0.5	-1.2	-0.2	0.3	i	3.7	4.0	1.6	0.2
CNS(=O)(=O)c1cccc(C(=O)OCc2cc(=O)oc3c(C)c(O)ccc23)c1	10.1	-0.5	8.5	1.9	20.2	i	27.7	1.4	-1.4	9.0
Cc1cc(C)n(-c2nc(SCC(=O)N3CCCC3)c3c4c(sc3n2)CCCC4)n1	0.7	-0.2	15.5	0.8	3.7	i	12.6	-1.6	6.2	2.8
COCCN(CCOC)c1nc(-c2ccc([N+](=O)[O-])cc2)nc2ccccc12	2.8	-0.5	2.5	0.2	0.5	i	-6.5	-21.0	-2.6	3.8
O=C(COC(=O)CCS(=O)(=O)c1ccc(Cl)cc1)NC1CCCCC1	2.2	-0.2	4.2	-1.0	1.9	i	-7.4	-3.5	-3.6	-0.3
Cn1c(CCN2CCCC2)nc2cc(NS(=O)(=O)c3ccc(Cl)cc3)ccc21	-6.4	-0.4	21.6	-0.5	-2.6	i	-1.1	-2.6	8.1	5.5
Cc1ccc(-c2nnc(SCC(=O)NC3CC3)n2N)cc1	0.6	0.3	0.0	-0.6	-1.9	i	-10.7	-2.5	0.9	0.7
COc1ccc(N2CCN(C(=O)C(=O)c3c[nH]c4ccccc34)CC2)cc1	0.8	4.8	-1.0	1.9	-3.7	i	-6.8	5.0	-2.0	-0.1
Cc1ccc(S(=O)(=O)N(CC(=O)N2CCC(C)CC2)c2cccc(C)c2)cc1	-6.3	-0.1	-0.7	0.5	0.1	i	-21.4	-2.9	0.1	0.0
